HCV core dimer: HCV core protein dimerization inhibition; AID 1899; 0.33% of 300,000 active; TR-FRET GST/Flag-core106 dimerization, 1536-well; inhibition, % at 5 µM;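 active = inhibition above the mean of all tested compounds plus 3 SD, set per screening campaign, cut at about 45% in these data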
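System: GST/Flag-tagged HCV core106 proteins. Incubation: compound-protein-antibody incubation 4 h at 22.5 °C. Technique: HTRF with 340 nm excitation, 617/671 nm emission. Medium: KF-containing HEPES buffer, pH 7.45, DTT, CHAPS, BSA. Read-out: inhibition (%) from 671 over 617 nm ratio. Also added: Eu(K)-anti-GST 90 ng/mL plus XL665-anti-Flag 1 µg/mL.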
PP5 inh: inhibitors of human protein phosphatase 5 (PP5). 0.18% of 320,000 active. inhibition, % at 6.7 µM. P53041. purified PP5c, OMFP substrate fluorescence;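 active = inhibition above the campaign's mean inhibition across all tested compounds plus 3 SD, cut at about 9.5% in these data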;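 note: 0% = DMSO only and 100% = 100 µM cantharidin control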
Target sequence (P53041 whole entry, looked up): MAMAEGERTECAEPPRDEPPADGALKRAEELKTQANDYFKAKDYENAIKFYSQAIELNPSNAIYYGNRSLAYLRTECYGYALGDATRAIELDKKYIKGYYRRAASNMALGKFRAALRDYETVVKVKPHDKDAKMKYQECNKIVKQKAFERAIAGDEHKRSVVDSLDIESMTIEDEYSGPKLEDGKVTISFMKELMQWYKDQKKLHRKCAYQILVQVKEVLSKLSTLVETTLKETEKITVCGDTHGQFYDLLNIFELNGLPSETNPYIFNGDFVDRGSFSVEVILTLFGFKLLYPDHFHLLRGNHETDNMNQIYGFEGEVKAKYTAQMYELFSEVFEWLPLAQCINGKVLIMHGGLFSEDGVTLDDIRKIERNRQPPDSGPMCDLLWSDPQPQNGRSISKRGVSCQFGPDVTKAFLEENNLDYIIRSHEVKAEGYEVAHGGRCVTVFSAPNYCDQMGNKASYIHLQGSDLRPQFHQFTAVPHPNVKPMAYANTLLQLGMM
Fh CTSL1 inh: cathepsin L1 inhibition, PFM18AAP counter-screen | recombinant F. hepatica cathepsin L1, Z-Leu-Arg-MCA fluorescence | inhibition, % at 5.96 µM | 0.49% of 300,000 active;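 active = inhibition above the mean of all tested compounds plus 3 SD, set per screening campaign, cut at about 17% in these data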;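 note: 0% = plate median of test compound wells and 100% = 1 µM Z-Phe-Ala-diazomethylketone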
TPT1 inh: inhibitors of Candida albicans tRNA 2'-phosphotransferase TPT1; recombinant caTPT1, FP RNA substrate dephosphorylation; inhibition, % at 5 µM; 0.81% of 300,000 active;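 active = inhibition above the mean of all tested compounds plus 3 SD, set per screening campaign, cut at about 24% in these data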;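 note: plate controls were DMSO alone for no effect and ferristatin control at 100 nM for full effect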
PP1 inh: PP1-alpha (human) inhibition in PP5 counter-screen. purified PP1alpha, OMFP fluorescence. inhibition, % at 6.7 µM. 0.9% of 320,000 active;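 active = inhibition above the mean inhibition of all tested compounds plus 3 SD, computed separately for each screening campaign, cut at about 15% in these data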
Target sequence (P62136 whole entry, looked up): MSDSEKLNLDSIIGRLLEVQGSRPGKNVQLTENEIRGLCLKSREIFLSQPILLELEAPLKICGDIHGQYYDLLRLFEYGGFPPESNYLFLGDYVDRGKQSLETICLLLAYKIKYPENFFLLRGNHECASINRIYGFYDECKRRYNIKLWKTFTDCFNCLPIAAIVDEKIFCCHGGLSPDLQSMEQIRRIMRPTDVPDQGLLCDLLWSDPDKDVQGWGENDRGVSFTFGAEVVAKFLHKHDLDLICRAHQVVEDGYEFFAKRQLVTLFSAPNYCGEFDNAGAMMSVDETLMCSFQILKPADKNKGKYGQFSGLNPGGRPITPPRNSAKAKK
PAFAH2 inh: PAFAH2 (human) inhibition. recombinant PAFAH2, FP-rhodamine activity probe, fluorescence polarization. inhibition, % at 3.39 µM. 0.99% of 340,000 active. AID 492956;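 active = inhibition above the mean over all tested compounds plus 3 SD, cut at about 30% in these data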;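 note: inhibitors block probe labeling of enzyme so polarization drops; 0% = enzyme with DMSO and 100% = wells lacking PAFAH2 protein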
AHR act: human AHR activation | P35869 | AHR-responsive luciferase reporter cells, luminescence | activation, % at 5 µM | 2.5% of 320,000 active | AID 2796; in the data active = activation above about 47%;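 note: 0% = vehicle wells and 100% = reference agonist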
procasp3 activ: activates human procaspase-3 | P42574 | recombinant procaspase-3 D3A, Ac-DEVD-pNA absorbance 405 nm | activation, % at 8.5 µM | 0.11% of 330,000 active | AID 463141;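 active = activation above the mean of all tested compounds plus 3 SD, cut at about 21% in these data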;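 note: 0% = DMSO alone and 100% = DMSO wells spiked with extra 5 µM PC-3 D3A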
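Evaluation: percent activation relative to control range; Material: Procaspase-3 D3A mutant, all three cleavage aspartates alanine; Compound: single dose, 8.5 µM nominal compound, 0.8% DMSO; Replication: one well per compound; Signal: absorbance at 405 nm, 0 and 120 min; Schedule: 1 h preincubation plus 2 h reaction at 25 °C.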
proCasp7 act: counter-screen: procaspase-7 (human) activation; recombinant procaspase-7, Ac-DEVD-pNA absorbance 405 nm; D23A/D198A/D206A triple mutant, cannot self-cleave; scale: DMSO 0, 5 µM enzyme 100; 0.093% of 330,000 active; activation, % at 8.5 µM; P55210; AID 463210;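 active = percent activation above the screen-wide mean plus 3 SD, cut at about 25% in these data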
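buffer or medium = Zinc-free HEPES/NaCl buffer, pH 7.4 | material = Procaspase-7 triple mutant (PC-7 D3A) | input = 2 µM procaspase-7 mutant as dispensed | signal = Epi-absorbance of released pNA at 405 nm, two timepoints | timing = 1 h preincubation, 2 h reaction | replicates = singlicate compound testing | evaluation = % activation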
An asterisk follows results filed as active.

What do the screens show for `CCSc1nc(=S)cc(C)[nH]1`?
HCV core dimer: -7; PP5 inh: -5.8; Fh CTSL1 inh: -2; TPT1 inh: -5; PP1 inh: -6; PAFAH2 inh: -6; AHR act: 11; procasp3 activ: -32; proCasp7 act: -28

Results for CCCCOC(=O)C(C)Nc1n[nH]c(=O)[nH]c1=O (stereo not drawn) ?
HCV core dimer: 1; PP5 inh: -0.9; Fh CTSL1 inh: -3; TPT1 inh: -2; PP1 inh: -7; PAFAH2 inh: 6; AHR act: 4; procasp3 activ: -1; proCasp7 act: 7

Results for COc1ccc2[nH]c(C(=O)NCCN3CCCCC3)cc2c1 ?
HCV core dimer: 4; PP5 inh: -0.1; Fh CTSL1 inh: 10; TPT1 inh: 5; PP1 inh: -3; AHR act: 28; procasp3 activ: 1; proCasp7 act: 7

Results for Cc1ccc(NC(=O)c2ccc(-c3nn(C)c(=O)c4ccccc34)cc2)c(C)c1 ?
HCV core dimer: 3; PP5 inh: 1.9; Fh CTSL1 inh: -4; TPT1 inh: -9; PP1 inh: 1; PAFAH2 inh: 0; AHR act: -7; procasp3 activ: 6; proCasp7 act: -6

How did CCC(C)(C)n1nnnc1C(c1cccnc1)N1CCN(c2cccc(C(F)(F)F)c2)CC1 (stereo not drawn) do in these assays?
HCV core dimer: -3; PP5 inh: 3.8; Fh CTSL1 inh: 0; TPT1 inh: 0; PP1 inh: -1; PAFAH2 inh: 9; AHR act: 0; procasp3 activ: -2; proCasp7 act: 2

How did Cc1cc2nnc(SCC(=O)OC(C)C)n2c2ccccc12 do in these assays?
HCV core dimer: -1; PP5 inh: -1.8; Fh CTSL1 inh: -2; TPT1 inh: 0; PP1 inh: 0; PAFAH2 inh: -5; AHR act: 1; procasp3 activ: 3; proCasp7 act: 7

How did COc1ccc(CNC(=O)c2cccc(S(=O)(=O)N3CCN(C)CC3)c2)cc1 do in these assays?
HCV core dimer: -5; PP5 inh: 1.3; Fh CTSL1 inh: 2; TPT1 inh: -11; PP1 inh: -3; AHR act: 5; procasp3 activ: -8; proCasp7 act: -3

Results for Cc1cc(NC(=O)c2ccccc2Cl)n(C(C)(C)C)n1 ?
HCV core dimer: 1; PP5 inh: -0.7; Fh CTSL1 inh: -2; TPT1 inh: 1; PP1 inh: -5; AHR act: 0; procasp3 activ: 0; proCasp7 act: 9

What do the screens show for `Cc1ccc(/C=C/c2onc(C)c2S(=O)(=O)N2CCC(C(=O)NC(C)(C)C)CC2)cc1`?
HCV core dimer: 10; PP5 inh: 4.3; Fh CTSL1 inh: 3; TPT1 inh: 2; PP1 inh: 1; PAFAH2 inh: -1; AHR act: 0; procasp3 activ: -4; proCasp7 act: -7

How did CC1CCN(c2c([N+](=O)[O-])c(=O)oc3ccccc23)CC1 do in these assays?
HCV core dimer: -1; PP5 inh: -1.6; Fh CTSL1 inh: 0; TPT1 inh: -2; PP1 inh: -5; PAFAH2 inh: 3; AHR act: 2; procasp3 activ: 6; proCasp7 act: 12

Results for CCN(CC)S(=O)(=O)c1ccc2c3c(cccc13)C(=O)N2 ?
HCV core dimer: 16; PP5 inh: -0.2; Fh CTSL1 inh: 0; TPT1 inh: -1; PP1 inh: 1; PAFAH2 inh: 2; AHR act: 2; procasp3 activ: 1; proCasp7 act: -2

What do the screens show for `COCC1CCN(C(=O)c2cc(COc3ccc(F)cc3F)on2)C1` (stereo not drawn)?
HCV core dimer: 1; PP5 inh: -1.6; Fh CTSL1 inh: -1; TPT1 inh: -2; PP1 inh: -3; PAFAH2 inh: -6; AHR act: -2; procasp3 activ: 3; proCasp7 act: -1

What do the screens show for `CCCn1nnnc1NCc1ccc(F)cc1`?
HCV core dimer: 2; PP5 inh: 3.2; Fh CTSL1 inh: -1; TPT1 inh: 0; PP1 inh: -1; PAFAH2 inh: 4; AHR act: 4; procasp3 activ: 7; proCasp7 act: 12

How did COc1ccc(CNC(=O)COC(=O)c2cc(S(=O)(=O)N3CCOCC3)ccc2O)cc1OC do in these assays?
PAFAH2 inh: 9; AHR act: -1; procasp3 activ: 5; proCasp7 act: -9

How did CCOCCOC(=O)CCSc1n[nH]c(=O)[nH]c1=O do in these assays?
HCV core dimer: -1; PP5 inh: 1.3; Fh CTSL1 inh: -3; TPT1 inh: -3; PP1 inh: -1; PAFAH2 inh: -9; AHR act: 9; procasp3 activ: 4; proCasp7 act: 4

What do the screens show for `O=C(C[n+]1cccc(Br)c1)c1cccs1`?
HCV core dimer: -11; PP5 inh: 0.7; Fh CTSL1 inh: -2; TPT1 inh: 4; PP1 inh: -4; PAFAH2 inh: 3; AHR act: 28; procasp3 activ: -3; proCasp7 act: 3

Results for Cc1cccc(-n2ncc3c(N4CC(C)CC(C)C4)ncnc32)c1 (stereo not drawn) ?
HCV core dimer: 9; PP5 inh: 0.2; Fh CTSL1 inh: 1; TPT1 inh: 0; PP1 inh: 6; PAFAH2 inh: -3; AHR act: 3; procasp3 activ: 5; proCasp7 act: -3

Results for Cc1cc(-c2ccccc2C(=O)O)on1 ?
HCV core dimer: 2; PP5 inh: -0.3; Fh CTSL1 inh: -2; TPT1 inh: -2; PP1 inh: -2; PAFAH2 inh: -7; AHR act: 1; procasp3 activ: -6; proCasp7 act: 1

What do the screens show for `Cc1ccc(N2C(=O)NC(NC(=O)C3CC3)(C(F)(F)F)C2=O)cc1` (stereo not drawn)?
HCV core dimer: -8; PP5 inh: 0.9; Fh CTSL1 inh: 1; TPT1 inh: -4; PP1 inh: 2; PAFAH2 inh: 9; AHR act: -2; procasp3 activ: 12; proCasp7 act: -1

Results for CNC(=O)C1CCC(=O)N1Cc1ccccc1Cl (stereo not drawn) ?
HCV core dimer: -3; PP5 inh: 1.7; Fh CTSL1 inh: 1; TPT1 inh: -1; PP1 inh: 1; PAFAH2 inh: 1; AHR act: -2; procasp3 activ: 10; proCasp7 act: 3

How did CC1CC(C)CN(S(=O)(=O)c2ccc3c(c2)oc(=O)n3CC(=O)NCCCOC(C)C)C1 (stereo not drawn) do in these assays?
HCV core dimer: -2; PP5 inh: -3.1; Fh CTSL1 inh: 0; TPT1 inh: 4; PP1 inh: -1; PAFAH2 inh: -1; AHR act: 1; procasp3 activ: -5; proCasp7 act: 7

How did COc1cccc(/C=C/C(=O)NNC(=O)c2ccco2)c1OC do in these assays?
PP5 inh: 2.0; PP1 inh: 1; PAFAH2 inh: 0; AHR act: 7; procasp3 activ: -4; proCasp7 act: -4

What do the screens show for `CC12CC3CC(C)(C1)CC(C(=O)Nc1nncs1)(C3)C2`?
HCV core dimer: 0; PP5 inh: -1.4; Fh CTSL1 inh: 2; TPT1 inh: 2; PP1 inh: -1; PAFAH2 inh: -8; AHR act: -2; procasp3 activ: 13; proCasp7 act: -3

What do the screens show for `CCC(C)NC(=O)COC(=O)c1ccccc1OCC(=O)Nc1ccc(Br)cc1` (stereo not drawn)?
HCV core dimer: -1; PP5 inh: 2.3; Fh CTSL1 inh: 3; TPT1 inh: -2; PP1 inh: 0; PAFAH2 inh: -2; AHR act: 0; procasp3 activ: 5; proCasp7 act: 4

Results for O=C(Cc1cccs1)NC(Cc1c[nH]c2ccccc12)C(=O)O (stereo not drawn) ?
HCV core dimer: -15; PP5 inh: 1.1; Fh CTSL1 inh: -1; TPT1 inh: -3; PP1 inh: 1; PAFAH2 inh: 2; AHR act: 11; procasp3 activ: 3; proCasp7 act: -4

Results for COC(=O)Nc1ncc(CN2CCc3ccccc3C2)s1 ?
HCV core dimer: 3; PP5 inh: -0.3; Fh CTSL1 inh: 1; TPT1 inh: -2; PP1 inh: -2; PAFAH2 inh: 3; AHR act: 6; procasp3 activ: 0; proCasp7 act: 11

What do the screens show for `COCCNC(=O)c1onc(CSc2ccccc2F)c1C(=O)O`?
HCV core dimer: -10; PP5 inh: 0.0; Fh CTSL1 inh: -4; TPT1 inh: 2; PP1 inh: 0; PAFAH2 inh: 10; AHR act: 5; procasp3 activ: 3; proCasp7 act: -3

Results for CC(=O)N1CCN(C(=O)CCc2nc3ccccc3c(=O)[nH]2)CC1 ?
HCV core dimer: 0; PP5 inh: 3.6; Fh CTSL1 inh: -3; TPT1 inh: 1; PP1 inh: 2; PAFAH2 inh: -3; AHR act: 3; procasp3 activ: 6; proCasp7 act: 3

What do the screens show for `Cc1ccc(NC(=O)c2cc(N3C(=O)C=CC3=O)ccc2N2CCOCC2)cc1Cl`?
HCV core dimer: 7; PP5 inh: 3.0; Fh CTSL1 inh: -1; TPT1 inh: -1; PP1 inh: 1; PAFAH2 inh: -17; AHR act: 8; procasp3 activ: -21; proCasp7 act: -30

How did CCOc1ccc(-c2nnc(NC(=O)C3CCCC3)o2)cc1 do in these assays?
HCV core dimer: 2; PP5 inh: -2.2; Fh CTSL1 inh: -2; TPT1 inh: 0; PP1 inh: 3; PAFAH2 inh: 11; AHR act: 1; procasp3 activ: 3; proCasp7 act: 11

How did Cc1ccc(Cl)cc1NS(=O)(=O)Cc1ccccc1 do in these assays?
HCV core dimer: 1; PP5 inh: 0.1; Fh CTSL1 inh: 1; TPT1 inh: -1; PP1 inh: 1; PAFAH2 inh: 6; AHR act: -1; procasp3 activ: 0; proCasp7 act: 9

How did CCOc1cc(N2CCOCC2)c(OCC)cc1NC(=O)COC(=O)CCOc1cc(C)ccc1C do in these assays?
HCV core dimer: 2; PP5 inh: 1.7; Fh CTSL1 inh: 4; TPT1 inh: -2; PP1 inh: 0; PAFAH2 inh: 3; AHR act: 0; procasp3 activ: 8; proCasp7 act: -3

Results for Cc1ccc(C(=O)NCc2ccc(F)cc2)s1 ?
HCV core dimer: -2; PP5 inh: -0.6; Fh CTSL1 inh: -1; TPT1 inh: 1; PP1 inh: -3; PAFAH2 inh: 10; AHR act: 3; procasp3 activ: -5; proCasp7 act: 1

What do the screens show for `c1ccc2c3c([nH]c2c1)CCNC3`?
HCV core dimer: 5; PP5 inh: 1.5; Fh CTSL1 inh: -3; TPT1 inh: 0; PP1 inh: -2; PAFAH2 inh: 0; AHR act: 16; procasp3 activ: -3; proCasp7 act: -11

What do the screens show for `COc1cccc(NC(=S)N2CCCC2c2ccc(OC)c(OC)c2)c1` (stereo not drawn)?
HCV core dimer: -3; PP5 inh: 0.7; Fh CTSL1 inh: 3; TPT1 inh: 1; PP1 inh: -1; PAFAH2 inh: 3; AHR act: 0; procasp3 activ: 7; proCasp7 act: -8

What do the screens show for `C(=N\Nc1nc(-c2cccnc2)nc2ccccc12)/c1ccccc1`?
HCV core dimer: -1; PP5 inh: 2.7; Fh CTSL1 inh: 2; TPT1 inh: 5; PP1 inh: 5; AHR act: 58*; procasp3 activ: -10; proCasp7 act: -10

How did Cc1ccc(Sc2ccc(C(=O)N3CCOCC3)cc2[N+](=O)[O-])cc1 do in these assays?
HCV core dimer: 12; PP5 inh: 0.9; Fh CTSL1 inh: -2; TPT1 inh: -1; PP1 inh: 1; PAFAH2 inh: 3; AHR act: 1; procasp3 activ: 2; proCasp7 act: 6

High-throughput results as filed in PubChem.
